DDE Tn6 FP inh: disrupts Tn6 cyclic peptide binding to fibrin D-Dimer-E complex; 370,000 compounds, 0.21% hits; Fibrin DD(E) TRITC-Tn6 fluorescence polarization displacement; P02675; inhibition, % at 8.3 µM;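 active = inhibition above a per-campaign cutoff: mean of compounds within control limits plus 3 SD, cut at about 15% in these data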;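 also: 0% = median of all compound wells on the plate and 100% = blocking peptide control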
ASAP1 GAP inh: ASAP1 ArfGAP inhibition; ASAP1-stimulated ARF1 GTP hydrolysis, GDP FP detection; 360,000 compounds, 0.19% hits; inhibition, % at 16.5 µM; in the data active = inhibition above about 25%;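 also: 0% = vehicle with enzyme and substrate and 100% = no enzyme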
UHRF1 MBD2 ctr: UHRF1 methyl-DNA binding inhibition | Q96T88 | UHRF1 binding to methylated oligo, TR-FRET | inhibition, % at 4.4 µM | 370,000 compounds, 0.75% hits | AID 687016; in the data active = inhibition above about 21%;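 also: UHRF1 SRA domain binding a hemimethylated CpG hairpin DNA probe; 0% = median of test compound wells and 100% = reference inhibitor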
Tn7 DDE FP: disrupts Tn7 cyclic peptide binding to fibrin D-Dimer-E complex; inhibition, % at 8.3 µM; 370,000 compounds, 0.13% hits; FP displacement of FITC-Tn7 peptide from fibrin DD(E); 0% = median of compound wells per plate; P02675;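 active = inhibition above the mean of compounds falling within the control limits plus 3 SD of them, cut at about 14% in these data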;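 also: 0% = plate median of compound wells and 100% = 10 µM Aha-Tn7 peptide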
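Also added: labelled Tn7 tracer, 0.1 µM; Assay system: human fibrin DD(E) protein; Amount: 2 µM fibrin DD(E); Schedule: 10 min compound pre-incubation, 3 h probe incubation at room temperature; Repeats: one replicate per compound; Read-out basis: percent inhibition; Measured by: fluorescence polarization of the labelled Tn7 tracer.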
PLC-gamma1 inh: blocks human PLC-gamma1 enzyme activity; purified PLC-gamma1, fluorogenic substrate, fluorescence; 370,000 compounds, 0.84% hits; inhibition, % at 12.2 µM; AID 720700; P19174; in the data active = inhibition above about 9.5%
ARFGAP1 inhibitor: rat ARFGAP1 inhibition | Q62848 | Arfgap1-stimulated ARF1 GTP hydrolysis, GDP FP detection | inhibition, % at 16.5 µM | 360,000 compounds, 0.26% hits | AID 651572;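 active = inhibition above a per-plate limit, mean inhibition of low control wells plus 3 SD, cut at about 25% in these data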;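 also: 0% = DMSO wells with enzyme and 100% = wells lacking Arfgap1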
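Material: rat Arfgap1 GAP domain (His6, aa 1-136), purified enzyme. Also added: human ARF1(Δ1-17)-GTP substrate. Compound dosing: 16.5 µM single point, 1.26% DMSO. Timing: enzyme reaction 120 min at 25 °C after 20 min preincubation. Signal: GDP detection by fluorescence polarization. Read-out basis: percent inhibition of GAP-stimulated GDP formation, scaled between DMSO and no-Arfgap1 medians.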
MBD2 inh: blocks human MBD2 binding to methylated DNA | inhibition, % at 4.4 µM | Q9UBB5 | TR-FRET, MBD2 binding to methylated oligonucleotide | 370,000 compounds, 0.31% hits; in the data active = inhibition above about 13%
Target sequence (Q9UBB5 whole entry, looked up): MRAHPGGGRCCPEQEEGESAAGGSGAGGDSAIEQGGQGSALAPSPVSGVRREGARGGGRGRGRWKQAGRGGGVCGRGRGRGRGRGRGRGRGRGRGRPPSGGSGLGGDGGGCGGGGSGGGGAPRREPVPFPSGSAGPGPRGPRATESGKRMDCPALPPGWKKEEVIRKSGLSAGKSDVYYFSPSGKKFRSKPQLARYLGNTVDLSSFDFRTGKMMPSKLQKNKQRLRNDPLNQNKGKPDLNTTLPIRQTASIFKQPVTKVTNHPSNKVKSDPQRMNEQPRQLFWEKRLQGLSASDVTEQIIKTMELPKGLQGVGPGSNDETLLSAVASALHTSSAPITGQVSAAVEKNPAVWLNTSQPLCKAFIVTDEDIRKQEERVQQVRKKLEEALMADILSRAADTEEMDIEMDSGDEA
ADAM17 inh: ADAM17 inhibition, QFRET primary screen. P78536. recombinant ADAM17, EDANS/DABCYL FRET peptide cleavage. inhibition, % at 6.95 µM. 370,000 compounds, 0.83% hits. AID 720648;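 active = inhibition above the mean of compounds lying between control limits plus 3 SD, set per campaign, cut at about 8.5% in these data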;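 also: 0% = DMSO-only wells as the low control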
Target sequence (P78536 215-824 limits assumed): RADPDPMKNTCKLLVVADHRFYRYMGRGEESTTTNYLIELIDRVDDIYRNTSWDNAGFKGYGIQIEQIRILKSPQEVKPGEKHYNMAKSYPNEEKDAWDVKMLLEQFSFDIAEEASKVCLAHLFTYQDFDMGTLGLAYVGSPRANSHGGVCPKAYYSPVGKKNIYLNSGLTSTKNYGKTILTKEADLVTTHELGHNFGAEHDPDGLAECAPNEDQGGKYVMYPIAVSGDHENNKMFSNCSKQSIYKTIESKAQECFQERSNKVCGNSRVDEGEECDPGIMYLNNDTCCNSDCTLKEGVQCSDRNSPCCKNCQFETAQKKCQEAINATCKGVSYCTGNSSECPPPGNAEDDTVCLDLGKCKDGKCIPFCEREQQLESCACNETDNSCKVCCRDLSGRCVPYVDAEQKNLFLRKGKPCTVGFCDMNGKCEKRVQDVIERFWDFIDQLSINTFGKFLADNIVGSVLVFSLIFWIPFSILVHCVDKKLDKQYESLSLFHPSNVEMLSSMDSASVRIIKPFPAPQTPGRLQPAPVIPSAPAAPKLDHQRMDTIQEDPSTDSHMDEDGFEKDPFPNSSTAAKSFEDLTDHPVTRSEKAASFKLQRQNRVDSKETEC
PLC-beta3 inh: blocks human PLC-beta3 enzyme activity. Q01970. Purified PLC-beta3, fluorogenic substrate, fluorescence. inhibition, % at 12.2 µM. 370,000 compounds, 0.18% hits. AID 720704; in the data active = inhibition above about 11%;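 also: 0% = median of compound wells on plate and 100% = full blocker control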
KLK7 zymogen act: proKLK7 (human) activation, primary screen; 370,000 compounds, 0.9% hits; activation, % at 7 µM; P49862; purified proKLK7, EDANS-DABCYL substrate fluorescence; 100% is mature enzyme control, 0% vehicle;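 active = activation above the mean of all tested compounds plus 3 SD, computed per campaign excluding outliers beyond control limits, cut at about 13% in these data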
Numbers without * were called inactive; . = no result given.

Start of the listing, in advance, two compounds:
SMILES | DDE Tn6 FP inh | ASAP1 GAP inh | UHRF1 MBD2 ctr | Tn7 DDE FP | PLC-gamma1 inh | ARFGAP1 inhibitor | MBD2 inh | ADAM17 inh | PLC-beta3 inh | KLK7 zymogen act
c1ccc(Cc2nn3c(COc4ccccc4)nnc3s2)cc1 | -7 | 3 | 0 | -4 | 2 | 1 | 1 | -3 | 2 | -0.1
Fc1cccc(Nc2c3c(nc4ccccc24)CCC3)c1 | -2 | 0 | 0 | 8 | -10 | -4 | 2 | -4 | -24 | -0.4

The listing, from the start:
SMILES | DDE Tn6 FP inh | ASAP1 GAP inh | UHRF1 MBD2 ctr | Tn7 DDE FP | PLC-gamma1 inh | ARFGAP1 inhibitor | MBD2 inh | ADAM17 inh | PLC-beta3 inh | KLK7 zymogen act
c1ccc(Cc2nn3c(COc4ccccc4)nnc3s2)cc1 | -7 | 3 | 0 | -4 | 2 | 1 | 1 | -3 | 2 | -0.1
Fc1cccc(Nc2c3c(nc4ccccc24)CCC3)c1 | -2 | 0 | 0 | 8 | -10 | -4 | 2 | -4 | -24 | -0.4
Fc1ccc(-c2nnn3c2nc(NCc2ccccc2)c2ccccc23)cc1 | -7 | 7 | 3 | 7 | -14 | -1 | 6 | -10 | -39 | -0.5
CC(C)CNC(=S)NC1CC2CCCC(C1)N2C1CCCCC1 (stereo unspecified) | -1 | 7 | -1 | 2 | 1 | -16 | 0 | -1 | -2 | 0.5
CCc1cc(C(=O)NNC(=O)CCN2CCN(c3ccccc3)CC2)sc1C | 2 | 0 | 1 | 3 | 1 | -1 | 7 | -3 | -7 | 0.4
O=C(NCc1ccccn1)c1cc(-c2ccncc2)nc2ccccc12 | 3 | -5 | -5 | -1 | 0 | 8 | 0 | -12 | -8 | 0.1
O=C(c1ccsc1)N1CCCC(Nc2ccc(F)c(F)c2)C1 (stereo unspecified) | -4 | -1 | -1 | 0 | 2 | 1 | -1 | 3 | 1 | -0.1
O=C1[C@@H]2CSCN2C(=O)CN1Cc1cccc(C(F)(F)F)c1 | 3 | -2 | -2 | -2 | 4 | 5 | -3 | -6 | -4 | 0.6
Cc1nc2cc(NC(=O)NCCCO)ccc2o1 | 0 | 5 | 1 | 0 | 2 | 12 | 2 | -6 | -9 | -0.6
COC(=O)[C@]1(C)N[C@H](CN(C)S(=O)(=O)c2ccc(F)cc2)[C@@H]2C(=O)N(Cc3ccccc3)C(=O)[C@@H]21 | -3 | 22 | 1 | -6 | 2 | -6 | -6 | -2 | 0 | 0.2
CCc1ccccc1OCC(=O)Nc1ccc(C)c(S(=O)(=O)N2CCCCCC2)c1 | -2 | 1 | 0 | 4 | 5 | 0 | -9 | 2 | 5 | -0.1
Cc1ccccc1Oc1ccc(Oc2ccccc2C)nn1 | 0 | -14 | -4 | 2 | 2 | -1 | 4 | -1 | 2 | 0.0
O=[N+]([O-])c1ccc(Cl)c(S(=O)(=O)n2ccnc2)c1 | -3 | 0 | 2 | 0 | 3 | -8 | 1 | -1 | -3 | 0.4
Cc1ccc(C)c(NC(=O)C2CCCN(S(=O)(=O)c3cccnc3)C2)c1 (stereo unspecified) | -4 | -10 | 1 | 2 | 1 | 8 | 2 | -2 | -5 | 0.0
CCOC(=O)Oc1ccc(C(=O)OCCCN(C)C)cc1OC | 1 | 4 | -2 | 1 | 1 | -7 | -2 | -2 | 2 | 0.1
COc1ccc(-n2c3c(cc(C(=O)N4CCCCC4)c2=O)C(=O)CC(C)(C)C3)cc1 | -4 | -10 | 0 | 1 | -2 | -6 | -1 | -3 | -2 | 0.9
Cc1ccc(-c2nnc(N3CCN(c4ccccn4)CC3)c3ccccc23)cc1 | -7 | 3 | -5 | 5 | 4 | -3 | -2 | 3 | 2 | 0.7
Cc1ccc(C(=O)CSC2=C(C#N)C(c3ccco3)C3=C(CCCC3=O)N2)cc1 (stereo unspecified) | 5 | -2 | 5 | 3 | -21 | 4 | 2 | -2 | -25 | 0.6
Cc1cccc(/C(N)=N/OC(=O)CCCN2C(=O)c3ccccc3C2=O)c1 | 4 | 3 | -3 | 4 | 1 | 2 | 4 | 0 | -2 | -0.5
O=C(O)CNC(=S)N(Cc1ccco1)Cc1ccccc1Cl | 6 | 7 | 0 | -2 | 0 | -4 | 3 | -1 | -2 | 0.6
COc1ccccc1C(=O)Nc1cccc(C(=O)c2ccccc2)c1 | -3 | 5 | 1 | -1 | -1 | -3 | 1 | 2 | -5 | 0.8
COc1ccc(NC(=O)O/N=C2/CCCc3ccc(OC)cc32)cc1 | 2 | 3 | -1 | 0 | 2 | -1 | -3 | 3 | 0 | 0.7
COc1ccc(-c2nnc(SCC(=O)Nc3ccccc3)n2C)cc1 | 0 | 7 | 1 | -5 | 13* | -9 | 0 | 2 | 2 | -1.0
O=C(O)c1cc(S(=O)(=O)NCc2ccco2)c(Cl)cc1Cl | 2 | -4 | -1 | -3 | -1 | -1 | 3 | -9 | -1 | -0.7
CCOC(=O)COc1nc(-c2ccccc2)cc(-c2ccco2)c1C#N | -3 | -6 | 3 | -4 | -15 | -8 | 4 | -44 | -31 | -5.6
COc1ccc(-c2cc(=O)oc3c(C)c(OCC(=O)N[C@@H](Cc4ccc(O)cc4)C(=O)O)ccc23)cc1 | 5 | 5 | 2 | 4 | -42 | 1 | -2 | -7 | -60 | -0.3
Cn1nnc(NC(=O)c2ccc([N+](=O)[O-])cc2Cl)n1 | 2 | 4 | 0 | 4 | 3 | -2 | 2 | -1 | 1 | 0.7
COc1ccc(CC(=O)NNS(=O)(=O)c2ccc(F)cc2)cc1 | 2 | 1 | 0 | -8 | 0 | 9 | 1 | -5 | 0 | 0.1
O=C(CSCc1ccccn1)Nc1ccccc1 | 4 | 3 | 0 | -2 | 0 | 0 | 2 | 3 | 1 | 0.6
CCOC(=O)c1cc2occc2n1CC(=O)NC1CCCCC1C (stereo unspecified) | 5 | -1 | -2 | 1 | -4 | -1 | 0 | -6 | -10 | 0.4
CC(CCN1CCC(C(O)(c2ccccc2)c2ccccc2)CC1)Oc1cccc(C(F)(F)F)c1 (stereo unspecified) | 9 | . | -1 | 12 | 4 | . | -4 | 6 | 4 | 1.1
CC(C)(CNc1ccc(S(=O)(=O)C(F)(F)F)cc1[N+](=O)[O-])N1CCOCC1 | -6 | 5 | 1 | 3 | 0 | 14 | 2 | 0 | -3 | -0.4
COc1ccc(/C=N/c2oc(-c3ccccc3)cc2C#N)cc1 | -2 | 0 | 1 | -1 | -11 | 8 | 7 | -32 | -13 | -0.4
CC(C)(C)CN1CCNC(=O)C1CC(=O)NCCN1CCCc2ccccc21 (stereo unspecified) | 2 | -11 | -1 | 5 | -19 | -1 | -1 | -10 | -20 | 0.7
CCOC(=O)CN1C(=O)NC(C)(c2ccc(OC(F)F)cc2)C1=O (stereo unspecified) | 5 | -4 | 1 | -4 | 0 | 14 | 5 | -9 | 3 | -0.3
CC(C)c1cc(Br)ccc1OCCCN1C(=O)NC(C)(C)C1=O | -4 | 14 | 1 | 5 | -2 | 4 | 0 | 6 | -1 | -0.1

Five entries from above, arranged by their value in Tn7 DDE FP, largest number first:
SMILES	Tn7 DDE FP
CC(C)c1cc(Br)ccc1OCCCN1C(=O)NC(C)(C)C1=O	5
Cn1nnc(NC(=O)c2ccc([N+](=O)[O-])cc2Cl)n1	4
CCOC(=O)c1cc2occc2n1CC(=O)NC1CCCCC1C (stereo unspecified)	1
CCOC(=O)COc1nc(-c2ccccc2)cc(-c2ccco2)c1C#N	-4
COc1ccc(CC(=O)NNS(=O)(=O)c2ccc(F)cc2)cc1	-8

Next compounds follow.
SMILES | DDE Tn6 FP inh | ASAP1 GAP inh | UHRF1 MBD2 ctr | Tn7 DDE FP | PLC-gamma1 inh | ARFGAP1 inhibitor | MBD2 inh | ADAM17 inh | PLC-beta3 inh | KLK7 zymogen act
Cc1ccc(S(=O)(=O)N(C)C)cc1NC(=S)NNC(=O)C1CC1 | -6 | 7 | 7 | -5 | 1 | 9 | 7 | -2 | 3 | -0.5
CC(NC(=S)Nc1ccc(OC(F)F)cc1OC(F)F)C(C)(C)C (stereo unspecified) | -6 | 12 | 7 | -2 | 1 | 10 | 2 | 7 | 10 | -0.7
COc1ccc(CN(C)Cc2cc(=O)oc3cc(C)c(C(C)C)cc23)cc1OC | 4 | 19 | 1 | -7 | -15 | 9 | -1 | -4 | -26 | 1.8
O=[N+]([O-])/C(Cl)=C(/NCCO)C(Cl)=C(Cl)Cl | 4 | -3 | -4 | -1 | 3 | 2 | -8 | 1 | 6 | 0.5
COCCN(C(=O)COC(=O)C1CC1C)c1c(N)n(Cc2ccccc2)c(=O)[nH]c1=O (stereo unspecified) | 0 | -7 | -1 | 6 | 2 | -4 | -6 | -8 | -6 | 0.3
COc1cccc(NC(=O)C2CCCCC2)c1 | -2 | 2 | -5 | 1 | -1 | -5 | 1 | -5 | 1 | -0.1
CCOC(=O)C1=CCN(S(=O)(=O)c2cccc(Cl)c2)C1c1cccc(F)c1 (stereo unspecified) | -1 | -12 | 3 | 0 | 1 | 10 | 4 | 2 | -3 | 0.8
COCC1CCN(Cc2nc(-c3ccc4c(c3)OCO4)no2)C1 (stereo unspecified) | 0 | -2 | 0 | -4 | 6 | -1 | 3 | -2 | 3 | -0.3
CCOC(=O)c1c(N2C(=O)Nc3ccccc3N2O)n[nH]c1-c1cccc(Cl)c1 | -8 | -9 | 1 | -3 | -2 | -5 | 2 | -2 | -2 | 0.8
O=C(N/N=C\c1ccc(Cl)s1)c1ccc(Cn2cccn2)o1 | 2 | 0 | -3 | -9 | 2 | 6 | 1 | 3 | 1 | -0.7
COc1ccc(CC(C(=O)Nc2cc(C)ccc2C)/C(N)=N/O)cc1 (stereo unspecified) | 1 | 3 | 0 | -5 | 2 | 3 | -3 | 1 | 0 | 0.8
CCN(CC(=O)Nc1ccc(C#N)cc1)CC(=O)Nc1ccc2c(c1)OCCO2 | -6 | 19 | 0 | 0 | -2 | 2 | -4 | 0 | -2 | -0.2
CCn1c(SCC(=O)Nc2ccc3c(c2)c2ccccc2n3CC)nnc1-c1cnccn1 | 1 | 5 | -3 | 3 | -7 | -1 | 0 | 0 | -13 | 0.2
C/C(=C/CCC(C)[C@H]1CC[C@@]2(C)C3=C(CC[C@]12C)[C@@]1(C)CCC(=O)C(C)(C)[C@@H]1CC3)C(=O)O (stereo partly specified) | -10 | -30 | 2 | -6 | -2 | -16 | -1 | -5 | -1 | 0.6
CCN(C(=O)CN(C)Cc1c(F)cccc1Cl)c1c(N)n(Cc2ccccc2)c(=O)[nH]c1=O | -4 | 9 | -2 | -8 | 0 | 8 | 4 | -1 | 3 | 0.1
CN(C)CCCN(C(=O)c1ccc([N+](=O)[O-])o1)c1nc2cc3c(cc2s1)OCO3 | 0 | -7 | -4 | 8 | 6 | 2 | 3 | -7 | -8 | 0.7
COC(=O)C1=C(N)N(c2ccccc2F)C2=C(C(=O)CC(C)(C)C2)C1c1ccc(OC)c(OC)c1 (stereo unspecified) | -4 | -4 | -3 | 1 | -4 | 10 | -6 | 3 | -3 | 0.0
O=C1c2cccc3c(N4CCCCC4)ccc(c23)C(=O)N1c1ccccn1 | 3 | 3 | -3 | -7 | -57 | 2 | -1 | -1 | -65 | -0.3
